FBA Mtb inh: Mtb FBA enzyme inhibitors, primary screen, biochemical, fluorescence, strain H37Rv | Fructose-bisphosphate aldolase (Mycobacterium tuberculosis (strain ATCC 25618 / H37Rv)), … | purified M. tuberculosis FBA, fluorescence read-out | inhibition, % at 1 µM | 2.3% of 360,000 active; in the data active = inhibition above about 27%;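 also: 0% = vehicle and 100% = reference inhibitor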
CCHF vOTU inh: CCHFV vOTU protease inhibitors, primary screen, biochemical, Pep-AMC substrate, fluorescence | Crimean-Congo hemorrhagic fever virus L polyprotein viral ovarian tumor (vOTU) protease … | inhibition, % at 11.5 µM | 0.55% of 370,000 active | AID 651958, 2012; also: 0% = vehicle wells with enzyme and 100% = no enzyme wells
UGM FP inh: M. tuberculosis UGM enzyme inhibitors, primary screen, biochemical, fluorescence polarization, single point | 0.06% of 320,000 active | AID 504406, 2011 | purified UGM, fluorescence polarization probe displacement | UDP-galactopyranose mutase (Mycobacterium tuberculosis (strain ATCC 25618 / H37Rv)), … | inhibition, % at 10 µM; in the data active = inhibition above about 10%, passing the limit was not always enough; inconclusive = no clear call, values can overlap the other calls
Target sequence (P9WIQ1 whole entry, looked up): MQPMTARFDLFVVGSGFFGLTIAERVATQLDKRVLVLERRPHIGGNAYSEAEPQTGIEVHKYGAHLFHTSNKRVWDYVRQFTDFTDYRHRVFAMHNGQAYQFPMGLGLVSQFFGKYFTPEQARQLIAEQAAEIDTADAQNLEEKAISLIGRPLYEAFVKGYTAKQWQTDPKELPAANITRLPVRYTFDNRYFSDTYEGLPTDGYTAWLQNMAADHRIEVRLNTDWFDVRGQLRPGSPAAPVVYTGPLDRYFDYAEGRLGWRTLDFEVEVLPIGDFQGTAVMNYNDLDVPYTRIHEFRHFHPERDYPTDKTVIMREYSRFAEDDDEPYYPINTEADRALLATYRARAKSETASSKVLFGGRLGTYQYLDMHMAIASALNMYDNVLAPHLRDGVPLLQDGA
FadD28 binding: inhibitors of FadD28 bisubstrate probe binding, primary screen, biochemical, fluorescence polarization, single point; Mycobacterium tuberculosis FadD28 fatty-acid-AMP ligase; inhibition, % at 12.5 µM; 0.22% of 360,000 active; AID 588549, 2011; in the data active = inhibition above about 8.5%, passing the limit was not always enough; inconclusive = no clear call, values can overlap the other calls
GDH-TPI counter: GDH-TPI coupling enzyme inhibitors, primary screen, artefact control for M. tuberculosis FBA inhibitor project, biochemical, absorbance, full deck; GDH-TPI coupled enzyme counterscreen, NADH absorbance; 1.2% of 360,000 active; inhibition, % at 4.8 µM; AID 588335, 2011;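 also: 0% = DMSO wells and 100% = wells lacking the enzyme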
Rv3671c inh: Rv3671c serine protease inhibitors, primary screen, biochemical, fluorescence polarization, M. tuberculosis H37Rv; P9WHR9; inhibition, % at 5.96 µM; 0.048% of 320,000 active; AID 2606, 2010; in the data active = inhibition above about 38%;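 also: extracellular domain of Rv3671c used as enzyme; 0% = enzyme with DMSO and 100% = no enzyme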
Target sequence (P9WHR9 whole entry, looked up, the tested form may be a part): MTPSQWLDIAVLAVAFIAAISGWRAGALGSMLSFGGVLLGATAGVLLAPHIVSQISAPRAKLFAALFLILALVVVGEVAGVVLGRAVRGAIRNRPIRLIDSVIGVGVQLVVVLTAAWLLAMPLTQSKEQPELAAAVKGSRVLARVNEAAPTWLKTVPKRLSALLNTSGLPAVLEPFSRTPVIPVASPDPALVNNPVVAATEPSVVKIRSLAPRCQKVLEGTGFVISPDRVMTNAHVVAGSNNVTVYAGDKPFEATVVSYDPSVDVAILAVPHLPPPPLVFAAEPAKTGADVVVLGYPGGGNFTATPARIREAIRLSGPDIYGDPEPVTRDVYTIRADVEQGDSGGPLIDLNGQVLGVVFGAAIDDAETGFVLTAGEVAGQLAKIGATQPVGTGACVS
Mtb BioA inh: M. tuberculosis BioA enzyme inhibitors, primary screen, biochemical, plate reader, single point, HTS; 7,8-diaminopelargonic acid synthase BioA (Mycobacterium tuberculosis); purified M. tuberculosis BioA enzyme; 0.096% of 360,000 active; inhibition, % at 9.99 µM; in the data active = inhibition above about 40%; inconclusive = no clear call, values can overlap the other calls
DUSP3 inh: VHR1 phosphatase inhibitors, primary screen, biochemical, absorbance, uHTS; 0.52% of 290,000 active; AID 1654, 2009; inhibition, % at 13.3 µM; Dual specificity protein phosphatase 3 (Homo sapiens), P51452; recombinant VHR phosphatase, pNPP absorbance; in the data active = inhibition above about 50%; also: some compounds called inactive have numbers as strong as hits
BoNT F protease: BoNT/F light chain protease inhibitors, primary screen, biochemical, flow cytometry, MLPCN library; Multiplex microsphere protease cleavage assay; inhibition, % at 10 µM; 0.22% of 360,000 active; in the data active = inhibition above about 35%, passing the limit was not always enough; inconclusive = no clear call, values can overlap the other calls; also: plate controls were buffer without enzyme for full effect and enzyme alone for no effect
MazF activator: activators of E. coli MazEF toxin-antitoxin RNase, primary screen, biochemical, fluorescence, uHTS | Endoribonuclease toxin MazF (Escherichia coli (strain K12)), P0AE70 | AID 504720, 2011 | FAM/BHQ RNA-DNA oligo cleavage fluorescence, 5 h | 0.32% of 350,000 active | activation, % at 20 µM; in the data active = activation above about 50%
Target sequence (P0AE70 whole entry, looked up): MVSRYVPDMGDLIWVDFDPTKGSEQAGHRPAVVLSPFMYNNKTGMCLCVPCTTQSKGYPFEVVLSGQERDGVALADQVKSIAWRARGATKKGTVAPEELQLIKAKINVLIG
The depositor's hits bear a star; ? = inconclusive; nt = not tested or not shown. Rule as the data show it, unless noted: active = inhibition above about 30%; inactive = the rest.

entry	mol	FBA Mtb inh	CCHF vOTU inh	UGM FP inh	FadD28 binding	GDH-TPI counter	Rv3671c inh	Mtb BioA inh	DUSP3 inh	BoNT F protease	MazF activator
1	Cc1ccc(C2(C)NC(=O)N(CC(=O)N3CCN(S(=O)(=O)c4ccc(Cl)s4)CC3)C2=O)cc1 (stereo not drawn)	9	-4	-0.1	-0.6	8	7	nt	nt	10	-3
2	CCOC(=O)c1csc(CCNC(=O)c2ccccc2)n1	-2	-2	nt	-3.4	2	nt	nt	nt	-6	9
3	CC(=O)Nc1ccc(NC(=O)c2ccc(S(=O)(=O)N(C)c3ccccc3)cc2)cc1	1	4	1.4	-1.4	6	-8	2.1	nt	7	-4
4	CCOC(=O)C1CCCN(C(=O)c2ccccc2)CC1 (stereo not drawn)	1	3	nt	-0.8	4	nt	0.6	nt	2	nt
5	CCCCN1C(=O)c2ccc(C(=O)Nc3ccc(C)c(S(=O)(=O)N(C)C)c3)cc2C1=O	0	-16	-2.8	-0.9	-1	-25	nt	-2	-5	-2
6	O=C(N/N=C/c1cccs1)[C@H]1C[C@@H]1c1ccccc1	0	-14	0.7	-1.6	9	6	1.3	-5	4	-18
7	O=C(Nc1ccc2c(c1)OCCO2)C1CCCN(S(=O)(=O)c2cccc3nsnc23)C1 (stereo not drawn)	2	-3	0.2	-0.5	11	2	0.5	3	-20	0
8	c1ccc(-c2cc(-c3nc4ccccc4[nH]3)c3ccccc3n2)cc1	60*	-30	0.0	-3.3	23	-181	nt	20	-6	8
9	CC(C)(C)c1ccc(C(=O)NC(=S)Nc2ccc(N3CCOCC3)cc2)cc1	2	1	1.2	0.0	8	1	nt	2	-3	-10
10	CCOc1ccc(NC(=O)CN(C)C(=O)CC2CC3CCC2C3)cc1OCC (stereo not drawn)	1	13	1.2	0.1	-4	-6	0.5	28	-11	-3
11	C[C@H](NC(=O)[C@@H]1CSC2c3ccccc3C(=O)N21)C(=O)NCCc1ccc(F)cc1 (stereo partly drawn)	0	18	1.2	-3.9	-10	7	-0.3	-20	0	-9
12	CC(C)N(CCNCc1nnc(-c2ccccc2)o1)C(C)C	2	5	1.7	-2.8	2	3	nt	30	-3	-1
13	CCN(CC)C(=O)Cn1cnc2sc(C)c(S(=O)(=O)N3CCC(C)CC3)c2c1=O	0	6	-2.1	-3.2	0	1	-0.8	20	-6	14
14	CC(=O)c1cc2c(cc1NC(=O)Cn1cnc3ccccc3c1=O)OCO2	4	7	1.1	0.2	12	8	0.2	nt	3	-5
15	C=C(C)C(=O)OCC(C)C	0	-6	-0.3	-2.7	-1	-2	-1.0	nt	1	7
16	COc1ccccc1CCN1CCCC(CN(C)C(=O)CCC(N)=O)C1 (stereo not drawn)	3	3	2.2	0.4	15	0	1.8	24	8	-10
17	Cc1ccc(NS(=O)(=O)c2ccc(-n3cccn3)cc2)cc1Cl	0	17	nt	-1.4	9	nt	-0.9	nt	0	-3
18	Cc1ccc(C2C(C#N)=C(N)Oc3cc(C)oc(=O)c32)o1 (stereo not drawn)	-2	-8	-2.3	-0.1	7	3	nt	26	-4	-3
19	O=S(=O)(NCCCN1CCOCC1)c1ccc2ccccc2c1	1	7	1.3	1.3	9	-7	-0.6	13	-1	3
20	O=C(c1cc(-c2ccc(Cl)cc2Cl)on1)N1CCOCC1	2	-1	0.2	-0.3	12	-6	-1.5	18	2	-3
21	C=C(C)C(=O)Nc1nnc(-c2ccccc2C)s1	0	-7	nt	-2.6	5	nt	nt	-18	-10	4
22	O=C(CN1CCC(O)(c2cccc(C(F)(F)F)c2)CC1)NCCc1ccccc1	-3	-1	-5.2	-4.4	-3	8	2.7	-7	?	-3
23	COc1ccccc1NC(=O)Nc1ccncc1	3	-2	-3.1	0.7	5	0	nt	3	6	2
24	Cc1cccc(C)c1NC(=O)N1CC(C)OC(C)C1 (stereo not drawn)	4	1	2.3	-3.8	-10	6	-2.7	-3	-1	-3
25	COc1cc(OC)c2c(-c3ccccc3)cc(=O)oc2c1C(CCN1CCCC(C)C1)c1ccc2c(c1)OCO2 (stereo not drawn)	0	1	-2.6	-5.3	9	2	-2.3	19	-14	0
26	Cc1ccc(NC(=O)Nc2nnc(-c3ccncc3)s2)cc1	6	2	4.3	-0.5	14	-4	nt	1	6	-15
27	CC(=O)c1ccc(OCC(C)Oc2ccc(C#N)cc2)cc1 (stereo not drawn)	-3	5	0.4	-0.2	3	3	0.4	-11	0	-4
28	CC(C)CC(NC(=O)C(CC(C)C)NC(=O)OC(C)(C)C)C(=O)O (stereo not drawn)	0	4	-0.4	-4.2	6	1	-0.8	-28	-5	6
29	Cc1cc(C(F)(F)F)nc(Nc2nc(C)c3ccccc3n2)n1	-2	12	-3.6	-0.9	0	-8	-1.4	12	5	5
30	N#CCSc1nc2ccccc2c2nc3ccccc3n12	1	9	1.3	-1.2	6	-2	0.9	17	-4	-7
31	Cc1cc(NC(=O)CSc2nnc3ccc(-c4ccc(F)cc4)nn23)no1	2	1	-1.5	-1.5	-7	2	nt	nt	?	-3
32	Cc1oc(-c2ccccc2)nc1CN1C(=O)CN=C(c2ccccc2)c2ccccc21	1	15	-1.0	-2.9	2	-5	-0.5	15	2	5
33	O=C(Nc1cccc(-c2ccc(N3CCOCC3)nn2)c1)c1ccc(F)cc1F	7	-8	6.1	0.7	15	-14	3.0	nt	21	-2
34	Cc1cccc(NS(=O)(=O)c2ccc(C(=O)N3CCCC3)cc2)c1C	1	7	-1.1	-0.3	-6	4	2.0	nt	nt	-4
35	CC1Cc2ccccc2N1S(=O)(=O)c1cnc[nH]1 (stereo not drawn)	7	2	2.0	1.9	-10	2	-1.2	-4	7	-5
36	CC1(CCCN2C(=O)c3ccccc3C2=O)OCCO1	2	-10	1.2	-1.9	5	-10	4.6	nt	nt	4
37	Cc1nn(C(CC(=O)O)C(=O)O)c(C)c1Br (stereo not drawn)	1	-10	3.6	-0.9	-3	8	-1.2	31	-2	0
38	CC(=O)C1=C(O)C(=O)N(c2ccc(O)cc2)C1c1ccccc1[N+](=O)[O-] (stereo not drawn)	-2	9	-0.3	-0.9	-1	3	0.1	-12	-7	3
39	O=C(NCc1ccc2c(c1)OCO2)c1cc(-c2ccncc2)nc2ccccc12	nt	-10	-0.3	-1.8	nt	-14	0.0	8	3	16
40	COCCNC(=S)NC(=O)c1ccc(C(C)(C)C)cc1	6	-7	-2.1	-2.8	-13	-10	nt	-3	-2	7
41	ClC(Cl)(c1nnnn1-c1ccccc1)c1nnnn1-c1ccccc1	-4	-4	3.6	-4.6	11	-46	nt	2	6	-7
42	O=C(COC(=O)c1cc(-c2ccccc2)nc2ccccc12)NCC1CCCO1 (stereo not drawn)	0	-8	-1.0	-3.4	0	-1	nt	24	-2	6
43	C/C=C(/C)C(=O)Nc1cccc(C2=NOC3(C2)C[C@H](C(N)=O)N(C(=O)COc2ccc(Cl)cc2)C3)c1 (stereo partly drawn)	1	-3	3.5	-6.4	-9	-2	-0.2	-4	-4	3
44	Cc1nc(N)sc1C(=O)N/N=C/c1c[nH]c2ccccc12	-2	1	0.0	9.9*	56*	-4	-0.8	12	-2	7
45	CN1CCC(N(C)S(=O)(=O)c2ccc(NC(=O)COc3ccc(Br)cc3Cl)cc2)CC1	4	-8	0.8	-3.0	-10	-5	nt	nt	-12	11
46	CC(C)CCNC(=O)C1CC(=O)N(CCc2ccccc2)C1 (stereo not drawn)	3	1	-0.6	-0.3	9	5	-2.2	18	-14	3
47	Cc1ccc(CNC(=O)C2CCCN(c3nc4ccsc4c(=O)s3)C2)cc1 (stereo not drawn)	6	-8	1.9	-3.2	-1	7	nt	-7	-9	-11
48	C=C(C)[C@H]1CN[C@H](C(=O)O)[C@H]1CC(=O)O	7	-4	-1.8	-2.2	4	-3	-0.7	nt	-2	4
49	COC(=O)c1cc(NC(=O)CCc2c(C)nc3ncnn3c2C)cc(C(=O)OC)c1	1	-1	2.3	0.4	3	3	3.0	21	-6	-5
50	CCOC(=O)c1ccccc1NC(=O)c1cc(S(=O)(=O)N2CCOCC2)ccc1F	-1	7	1.2	-1.3	6	-4	-2.2	-18	4	6
51	COC(=O)c1ccccc1NC(=O)NN1CCN(C)CC1	1	22	-1.0	-0.1	0	8	-3.4	10	-9	-2
52	O=C(CSc1cccc[n+]1[O-])Nc1cc(Cl)ccc1[N+](=O)[O-]	-3	-6	2.6	-2.1	7	0	nt	nt	-3	9
53	Cc1cc(NC(=O)CCC(=O)N(c2ccc(F)cc2)C(C(=O)NC2CCCC2)c2ccccc2)no1 (stereo not drawn)	-1	2	-0.1	-0.7	-3	-2	-1.0	7	-25	7
54	CN1CCN(C2=NCCO2)CC1	2	-8	4.3	-4.1	6	nt	-0.9	20	?	9

Some of these compounds in order of SMILES length, lowest first.
entry	mol	FBA Mtb inh	CCHF vOTU inh	UGM FP inh	FadD28 binding	GDH-TPI counter	Rv3671c inh	Mtb BioA inh	DUSP3 inh	BoNT F protease	MazF activator
54	CN1CCN(C2=NCCO2)CC1	2	-8	4.3	-4.1	6	nt	-0.9	20	?	9
51	COC(=O)c1ccccc1NC(=O)NN1CCN(C)CC1	1	22	-1.0	-0.1	0	8	-3.4	10	-9	-2
49	COC(=O)c1cc(NC(=O)CCc2c(C)nc3ncnn3c2C)cc(C(=O)OC)c1	1	-1	2.3	0.4	3	3	3.0	21	-6	-5

Of the compounds above, these have a Cl atom:
entry	mol	FBA Mtb inh	CCHF vOTU inh	UGM FP inh	FadD28 binding	GDH-TPI counter	Rv3671c inh	Mtb BioA inh	DUSP3 inh	BoNT F protease	MazF activator
1	Cc1ccc(C2(C)NC(=O)N(CC(=O)N3CCN(S(=O)(=O)c4ccc(Cl)s4)CC3)C2=O)cc1 (stereo not drawn)	9	-4	-0.1	-0.6	8	7	nt	nt	10	-3
17	Cc1ccc(NS(=O)(=O)c2ccc(-n3cccn3)cc2)cc1Cl	0	17	nt	-1.4	9	nt	-0.9	nt	0	-3
20	O=C(c1cc(-c2ccc(Cl)cc2Cl)on1)N1CCOCC1	2	-1	0.2	-0.3	12	-6	-1.5	18	2	-3
41	ClC(Cl)(c1nnnn1-c1ccccc1)c1nnnn1-c1ccccc1	-4	-4	3.6	-4.6	11	-46	nt	2	6	-7
43	C/C=C(/C)C(=O)Nc1cccc(C2=NOC3(C2)C[C@H](C(N)=O)N(C(=O)COc2ccc(Cl)cc2)C3)c1 (stereo partly drawn)	1	-3	3.5	-6.4	-9	-2	-0.2	-4	-4	3
45	CN1CCC(N(C)S(=O)(=O)c2ccc(NC(=O)COc3ccc(Br)cc3Cl)cc2)CC1	4	-8	0.8	-3.0	-10	-5	nt	nt	-12	11
52	O=C(CSc1cccc[n+]1[O-])Nc1cc(Cl)ccc1[N+](=O)[O-]	-3	-6	2.6	-2.1	7	0	nt	nt	-3	9

Outcome played no part in choosing rows; overall some 4.9% were active at least once.
